Assay outcomes: PubChem BioAssay, National Center for Advancing Translational Sciences (NCATS)
KCNH2 WT inh: KCNH2 (human, wildtype) channel inhibition; U2OS, BacMam KCNH2, thallium flux FluxOr; hits give low values; 340,000 tested, 0.37% active; activity change, % at 1.84 µM; Q12809; AID 720551;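 active = maximum activity change below -70%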; note: % is set by controls: 0 for no effect and ±100 for the full control effect
Target sequence (Q12809 whole entry, looked up): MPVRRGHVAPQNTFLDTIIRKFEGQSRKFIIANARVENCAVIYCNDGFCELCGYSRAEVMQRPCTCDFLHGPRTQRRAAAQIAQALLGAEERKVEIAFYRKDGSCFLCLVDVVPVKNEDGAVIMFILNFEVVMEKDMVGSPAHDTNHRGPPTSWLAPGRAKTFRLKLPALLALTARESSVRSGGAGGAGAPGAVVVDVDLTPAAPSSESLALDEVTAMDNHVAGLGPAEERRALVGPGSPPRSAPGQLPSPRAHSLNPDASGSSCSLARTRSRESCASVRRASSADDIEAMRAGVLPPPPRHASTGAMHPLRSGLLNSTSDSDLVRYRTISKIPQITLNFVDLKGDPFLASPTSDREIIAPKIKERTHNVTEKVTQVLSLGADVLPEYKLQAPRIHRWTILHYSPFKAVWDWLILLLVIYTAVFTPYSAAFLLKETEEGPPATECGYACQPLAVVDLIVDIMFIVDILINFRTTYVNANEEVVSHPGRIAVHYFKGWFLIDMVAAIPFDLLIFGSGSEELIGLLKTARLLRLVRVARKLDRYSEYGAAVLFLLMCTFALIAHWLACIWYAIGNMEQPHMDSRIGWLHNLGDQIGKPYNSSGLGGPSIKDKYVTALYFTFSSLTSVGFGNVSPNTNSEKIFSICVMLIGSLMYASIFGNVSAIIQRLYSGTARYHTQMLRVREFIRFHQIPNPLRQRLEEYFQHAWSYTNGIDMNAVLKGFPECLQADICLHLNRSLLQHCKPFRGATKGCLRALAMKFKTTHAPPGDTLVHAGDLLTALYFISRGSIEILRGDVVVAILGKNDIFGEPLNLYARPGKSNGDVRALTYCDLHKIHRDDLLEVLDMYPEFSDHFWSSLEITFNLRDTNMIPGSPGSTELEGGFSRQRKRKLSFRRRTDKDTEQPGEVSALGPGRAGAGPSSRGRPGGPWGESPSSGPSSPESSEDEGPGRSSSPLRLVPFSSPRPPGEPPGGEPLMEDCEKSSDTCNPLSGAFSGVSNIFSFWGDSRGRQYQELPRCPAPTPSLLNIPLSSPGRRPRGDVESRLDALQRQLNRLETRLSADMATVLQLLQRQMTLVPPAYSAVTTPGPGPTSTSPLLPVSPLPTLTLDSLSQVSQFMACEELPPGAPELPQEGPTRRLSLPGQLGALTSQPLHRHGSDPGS
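U2OS cells transduced with wild-type KCNH2 virus are loaded with FluxOr dye for 45 min, and thallium flux is measured in kinetic reads before and after stimulation buffer. Rate constants are normalized to DMSO controls.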
Giardia killer: Giardia lamblia killing; activity change, % at 7.66 µM, hits read low; AID 540267; 340,000 tested, 0.15% active; Giardia lamblia trophozoite viability; in the data active = activity change below about -80%;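 note: parasites exposed to compound for two days anaerobically before the ATP read; % is set by controls: 0 for no effect and ±100 for the full control effect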
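ATP-content bioluminescence gauges trophozoite survival. Cells (100/well) receive compound and incubate anaerobically for 48 hrs at 37 deg C; detection reagent follows for 15-30 min at room temperature.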
TCR act: activators of T cell receptors; primary human leukocytes, anti-CD3, IL-2 HTRF, 48 h; Potency, µM (titrated, usually from 9.22 µM), inactives show at the highest dose activation of IL-2 secretion, hits mostly activators; 330,000 tested, under 10 active; AID 504894; active = well fitted activation curve with a large enough effect; note: % of control where 0% means no effect
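Readout: HTRF IL-2, Eu-cryptate/d2 antibody pair, 320nm excitation, 665nm emission. Stimulus: a-CD3 beads, no co-stimulation. Cells: primary human leukocytes. Exposure: 48 hr with compound.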
* = called active by the depositor; [ ] = dose if it differs, or a comment.

Order of values – KCNH2 WT inh	Giardia killer	TCR act
> C#CCN1C(C)=CC(=O)[C@@H](O)[C@H]1c1ccccc1Br
    0	12	-8%
> C(=Nc1ccccc1)c1ccc[nH]1
    -4	15	5%
> Cc1ccccc1Sc1ccc(N)cn1
    -8	-1	14%
> CCCC(=O)Nc1cc(-c2nn(C)c(=O)c3ccccc23)ccc1N1CCCCC1
    7	7	-4%
> CC(C)Cc1csc(=S)[nH]1
    -1	11	-3%
> COC(=O)CNC(=O)C1Nc2ccc(OC(F)(F)F)cc2C2C=CCC12 (stereo not given)
    -2	1	3%
> CCOc1ccc(Br)cc1CC(=O)O
    1	1	0%
> O=C(CCc1ccccc1)Nc1sc2c(c1C(=O)O)CCCC2
    3	1	1%
> CCCCn1c(-c2nonc2NC(=O)c2ccccc2Cl)nc2ccccc21
    -8	-1	9%
> CCN(CC)S(=O)(=O)c1ccc(N2CCOCC2)c(NC(=O)CN2C(=O)NC3(CCCC3)C2=O)c1
    3	4	-7%
> Cc1ccccc1N(C=O)c1ccccc1C
    0	-1	5%
> S=C1NC[C@H](Cc2ccccc2)N1CC1CCN(CCCCc2ccccc2)CC1
    10	10	-5%
> CCCCOc1ccc(C(=O)NN2CCOCC2)cc1
    0	-9	2%
> Cc1cccc(-c2c3c(nc4c2c(=O)n(C)c(=O)n4C)-c2ccccc2C3O)c1 (stereo not given)
    -2	14	-10%
> O=C(NCc1cc(C(F)(F)F)cc(C(F)(F)F)c1)C1CC(c2ccc(C(F)(F)F)cc2)=NO1 (stereo not given)
    4	-17	6%
> CCN(CC)Cc1cc(C(C)(C)C)cc(N2CCOCC2)c1O
    0	4	1%
> COc1ccccc1N(C)S(=O)(=O)c1ccc(Cl)c(C(=O)Nc2ccccc2N2CCOCC2)c1
    1	-21	0%
> CSCCC(NC(=O)c1ccccc1Cl)C(=O)N1CCCC(C)C1 (stereo not given)
    -5	-19	1%
> Clc1ccc(N2CCN(c3ccnc(Cl)n3)CC2)cc1
    1	2	11%
> Cc1ccc(CNC(=O)c2cc(-c3ccccc3)nn2CC2CC(c3cccc([N+](=O)[O-])c3)=NO2)cc1 (stereo not given)
    6	16	20%
> CC(C)(C)OC(=O)N1CCC(C(=O)Nc2cccc(C(=O)NCCCc3ccccc3)c2)CC1
    -2	7	8%
> C#CCOCCOCCOCCNc1nc(N2CCN(C(=O)Cn3cc(CCO)nn3)CC2)nc(N2CCN(C(=O)[C@H](Cc3ccc(O)cc3)n3cc(CCO)nn3)CC2)n1
    18	1	9%
> Nc1ccc(S(=O)(=O)c2cc(O)c3ccccc3c2O)cc1
    -15	-10	-1%
> COc1ccc(C(=O)Nc2cccc(C(=O)Nc3cc(C)ccn3)c2)cc1
    3	-17	-1%
> CCSc1nc(COC(=O)NC)c(COC(=O)NC)n1C
    2	4	-1%
> OCC(O)C1OC(Oc2ccccc2)C(O)C(O)C1O (stereo not given)
    3	16	4%
> CC[C@@H]1[C@H]2CCCC(=O)N3CC[C@@H](C[C@H]1O)[C@@H]23
    -3	37[activator]	-1%
> CCN1CCN(C(=S)c2ccc(OCC(=O)Nc3ccc(OC)cc3)cc2)CC1
    2	27	1%
> CC/C(C)=C1/NC(=O)NC1=O
    -2	-6	-4%
> Cc1ccc(S(=O)(=O)N(C)CCCC(=O)Nc2ccccn2)cc1
    3	-16	-1%
> CC(C)(C)CN1C(N)=NC[C@@H]1Cc1ccccc1
    -10	-7	0%
> CC(=O)Nc1ccc(NC(=O)CSCc2ccccc2Cl)cc1
    6	23	4%
> CC(=O)OCC1OC(n2cc(F)c(=O)[nH]c2=O)C(OC(C)=O)C1OC(C)=O (stereo not given)
    -3	-1	5%
> CC(C)(C)S(=O)N1Cc2cc(=O)n(Cc3ccccc3)c(CCO)c2[C@@H]1CCO (stereo not given in full)
    -7	13	5%
> CCN(CC)S(=O)(=O)c1cc(C(=O)Nc2cc(S(=O)(=O)N3CCOCC3)ccc2N2CCN(C)CC2)ccc1C
    17	3	-1%
> COc1cccc(N2[C@@H](CC(C)=O)c3ccc(/C=C/C(C)=O)cc3S2(=O)=O)c1
    10	16	1%
> COC(=O)c1ccc(-c2csc(NC(=O)C3=COCCO3)n2)cc1
    6	-2	-2%
> Cn1c(N=Cc2ccc([N+](=O)[O-])cc2)c(N)c(=O)n(C)c1=O
    -9	1	2%
> CN(CC(=O)Nc1ccc(Cl)c(C(F)(F)F)c1)C(=O)c1ccccc1SCC(=O)N1CCCC1
    -7	-3	0%
> COC(=O)[C@H]1[C@H](c2ccccc2)[C@H](C(=O)OC)O[C@H]1c1ccccc1
    -8	9	5%
> COC(=O)c1nccnc1N
    -7	-10	0%
> O=C(CNC(=O)OCc1ccccc1)NCC(=O)Oc1ccc([N+](=O)[O-])cc1
    -16	-7	-5%
> CN1OC[C@@H]2CN(Cc3cc(Cl)cc(Cl)c3)[C@H](c3cccc(Br)c3)C[C@@H]21
    -11	-29	3%
> Cc1ccc(S(=O)(=O)N(C)C[C@@H]2Oc3ccc(NS(=O)(=O)c4ccccc4)cc3CC(=O)N([C@@H](C)CO)C[C@H]2C)cc1
    0	3	-1%
> O=C(Nc1ccc(OCC(F)(F)C(F)F)c(C(F)(F)F)c1)c1ccc(Cl)cc1
    -3	-6	-12%
> COC(=O)CC1(C(=O)OC)Oc2ccccc2C(=O)N1c1ccc(F)cc1F (stereo not given)
    -6	4	-8%
> Cc1cc(N(C)C)ccc1N=Nc1ccc(N)cc1
    -1	-17	-6%
> Cn1c(=S)c2[nH]c(SCCC(C)(C)C)nc2n(C)c1=O
    -115*	33[activator]	4%
> O=C(Cc1ccc(S(=O)(=O)N2CCOCC2)s1)Nc1ccc(Br)c(C(F)(F)F)c1
    1	-2	1%
> CC1=C(C(=O)OCc2ccccc2)C(c2ccccc2OS(=O)(=O)c2ccccc2[N+](=O)[O-])NC(=O)N1CCCC(=O)O (stereo not given)
    -4	8	-8%
> O=[N+]([O-])c1ccccc1CCc1ccccc1[N+](=O)[O-]
    -1	12	3%
> CCCC[C@@H]1C[C@H]1[C@@H](NC(=O)c1cccs1)c1ccc(C(F)(F)F)cc1
    -15	22	-1%
> Cc1ccc2c(c1)C(=O)CC(c1ccccc1)S2 (stereo not given)
    0	-7	1%
> O=C1c2cccc(NCCNCCO)c2C(=O)c2cccc(NCCNCCO)c21
    -7	10	8%
> CC(C)C[C@H]1CNC(=S)N1CC1CCCN1C[C@H](Cc1ccc(O)cc1)N1C[C@H](Cc2ccccc2)N(CC2CCCCCC2)C1=S (stereo not given in full)
    3	8	5%
> CC(C)Cn1c(N)c(C(=O)CSc2ncn[nH]2)c(=O)n(C)c1=O
    3	7	2%
> CCOc1ccc2c(c1)sc1nc(C(=O)OC)cc(=O)n12
    -9	-8	-1%
> Cc1cc([N+](=O)[O-])c(=O)[nH]c1C
    -6	-3	-6%
> Cc1cc(NC(=O)CCn2c(=O)sc3ccccc32)no1
    -11	-19	-2%
> C=CCN1C(=O)c2ccc(C(=O)OCC(=O)N(CC)c3c(N)n(Cc4ccccc4)c(=O)[nH]c3=O)cc2C1=O
    6	-21	-10%

Structures listed so far that contain an aryl thioether with sulfur outside any ring, in the order listed:
Order of values – KCNH2 WT inh	Giardia killer	TCR act
> Cc1ccccc1Sc1ccc(N)cn1
    -8	-1	14%
> CCSc1nc(COC(=O)NC)c(COC(=O)NC)n1C
    2	4	-1%
> CN(CC(=O)Nc1ccc(Cl)c(C(F)(F)F)c1)C(=O)c1ccccc1SCC(=O)N1CCCC1
    -7	-3	0%
> Cn1c(=S)c2[nH]c(SCCC(C)(C)C)nc2n(C)c1=O
    -115*	33[activator]	4%
> CC(C)Cn1c(N)c(C(=O)CSc2ncn[nH]2)c(=O)n(C)c1=O
    3	7	2%

In another format: results already given.
compound	KCNH2 WT inh	Giardia killer	TCR act
O=C(Nc1ccc(OCC(F)(F)C(F)F)c(C(F)(F)F)c1)c1ccc(Cl)cc1	-3	-6	-12%
Cc1cc(NC(=O)CCn2c(=O)sc3ccccc32)no1	-11	-19	-2%

Carrying on.
Order of values – KCNH2 WT inh	Giardia killer	TCR act
> COc1ccc(C=C(C(=O)O)c2ccc(OC)cc2)cc1
    -1	5	2%
> COCCCNC(CC(=O)Nc1cc(C)cc(C)c1)C(=O)O (stereo not given)
    0	34[activator]	-12%
> COc1ccccc1NS(=O)(=O)c1cccc(C(=O)NCC(c2cccs2)N(C)C)c1 (stereo not given)
    12	29	-7%
> CCCCCCCCCCCCCCC(O)C[N+](C)(CCO)CCO (stereo not given)
    9	18	-5%
> Nc1cccc2cccc([N+](=O)[O-])c12
    -12	38[activator]	7%
> COc1cc(C2c3cc4c(cc3C(O)C3COCC23)OCO4)cc(OC)c1OC (stereo not given)
    3	-9	-2%
> O=C1NC(=O)C(c2ccccc2)(c2ccc(Cl)cc2Cl)N1 (stereo not given)
    3	-3	7%
> CC#CCN1c2ccccc2[C@]23C[C@@H](C(=O)OC)N(C(=O)NC(C)(C)C)C2=NC(C(=O)OC)=C(C(=O)OC)[C@H]13
    -31	-6	-6%
> COc1ccccc1/C=N/NC(=O)CC(=O)NCCc1ccccc1
    8	-12	3%
> CC1(C)CC[C@]2(C(=O)O)CC[C@]3(C)C(=CCC4[C@@]5(C)CC[C@H](O)C(C)(C)C5[C@H](O)C[C@]43C)[C@@H]2C1 (stereo not given in full)
    -3	-17	-5%
> O=C(COc1ccccc1)NCc1ccco1
    -7	-12	-1%
> CCc1nnc(NC(=O)c2cc3c(s2)CCCCC3)s1
    -1	-1	0%
> O=C(COC(=O)c1ccc(O)cc1)Nc1cc(S(=O)(=O)N2CCOCC2)ccc1N1CCOCC1
    -7	-11	8%
> Cc1c(NS(=O)(=O)c2cc([N+](=O)[O-])ccc2Cl)c(=O)n(-c2ccccc2)n1C
    -2	-5	7%
> COC(=O)c1sccc1NC(=O)c1ccccc1C(=O)O
    0	-7	7%
> CC1CN(CCN2CC(C)N(C=O)CC2C)C(C)CN1C=O (stereo not given)
    0	8	20%
> COc1cc(/C=N/NC(=O)c2cc(-c3ccccc3Cl)nc3ccccc23)cc(OC)c1O
    3	-8	5%
> COc1ccc(C(=O)OC2C(OC)OCC(O)C2O)cc1 (stereo not given)
    -1	10	-1%
> Nc1cccc2c1C(=O)N(c1ccccc1)C2=O
    1	27	-21%
> CSCCC(NC(=O)c1ccccc1Cl)C(=O)NCC(c1ccc(F)cc1)N1CCOCC1 (stereo not given)
    -17	-11	0%
> CC(=O)Nc1ccc(C(=O)CSc2nnc(-c3ccccc3F)n2CCc2ccccc2)cc1
    -7	20	7%
> c1ccc2c(CCc3ccncc3)cccc2c1
    -3	16	-2%
> NC(=NCc1ccccc1)C(N=Nc1ccccc1)C(=O)NCc1ccccc1 (stereo not given)
    1	21	2%
> Cc1cccc(CN2CCC(CNC(=O)Nc3ccccc3F)CC2)c1
    49	-18	2%
> COc1cc(C(=O)Nc2cc(S(=O)(=O)N3CCOCC3)ccc2N2CCOCC2)cc(OC)c1C
    -3	-15	1%
> c1ccc(-c2nccc3ccccc23)cc1
    3	3	-2%
> C=CCOC(=O)C1=C[C@@H](c2csc3ccccc23)C[C@@H](OCCCCO)O1
    1	15	0%
> Nc1ccc(Cn2ccc3c4c(N)nc(N)nc4ccc32)cc1
    3	-7	-1%
> CCN1C[C@@H]2[C@@H]3C(=O)N(C)C(=O)[C@@H]3[C@](Cc3ccccc3)(C1=O)N2C(=O)c1ccc(Cl)c(Cl)c1
    -14	-1	-1%
> C=C(C)c1sc(-c2ccccc2)nc1C
    2	-5	-5%
> NC(=O)c1ncn([C@@H]2O[C@H](CNCc3ccc(OCC(=O)Nc4ccccn4)cc3)[C@@H](O)[C@H]2O)n1
    -12	-12	10%
> C=CC(C)(C)c1c(O)c(CC=C(C)C)c(O)c2c(=O)c3ccc(O)c(O)c3oc12
    -3	-7	1%
> CCN(CC)CCNC(=O)C1(c2ccccc2)CCCCC1
    1	-12	5%
> CC(C)=CCc1c(O)cc(O)c2c(=O)c(O[C@@H]3O[C@@H](C)[C@H](O)[C@@H](O)[C@H]3O)c(-c3ccc(O)cc3)oc12
    -5	-12	4%
> CC(NC(=O)OCc1ccccc1)c1ccccc1 (stereo not given)
    10	4	-8%
> O=[N+]([O-])c1ccc2c(c1)C(=Nc1ccccc1)c1ccccc1-2
    -5	-1	3%
> Cc1nc2c(o1)C(=O)c1ccccc1C2=Nc1ccccc1
    -5	-101*	-4%
> CCC(C)C(N)C(=O)N1CCCC1C(=O)NC(C(=O)O)C(C)CC (stereo not given)
    -5	-15	2%
> CC(=O)Nc1cccc(OCc2cccc([N+](=O)[O-])c2)c1
    19	2	-4%
> O=Cc1nccc2ccccc12
    1	8	3%
> COc1ccc(C)cc1S(=O)(=O)N(CC(=O)N1CCCC1)c1ccc(C)cc1
    30	10	2%
> O=C1c2ccccc2C(=O)N1C1C(=O)N2CCSC12C(=O)OCc1ccccc1 (stereo not given)
    -21	-6	0%
> CC(=O)Nc1c(C(=O)O)ccc(C)c1OCc1ccccc1
    -2	3	1%

Only part of the results is shown; the hit share may differ from the screen's.
